Screening data as filed in PubChem.
Cl transport mod – KCC2 (human) Cl- transport modulation; 2.2% of 190,000 active; KCC2 cells, thallium flux FluoZin-2 fluorescence; Q9H2X9; AID 1456; B-score of Tl+ flux slope (higher = more flux/activation; lower = inhibition) at 10 µM;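 active = thallium flux slope and its plate-corrected score both differing from the plate sample mean at a set confidence after two filtering rounds, in either direction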;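 also: slope of fluorescence scaled to starting intensity during 10 to 20 s after thallium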
FXIa inh 1536 – inhibitors of human coagulation factor XIa; P03951; purified FXIa, Boc-Glu-Ala-Arg-AMC fluorogenic substrate; inhibition, % at 5 µM; 0.14% of 220,000 active;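 active = inhibition of at least 40%; inactive = inhibition below 40%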;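 also: fluorescence of freed AMC excited at 355 nm; 0% = enzyme without compound and 100% = no enzyme blank; many of its hits are not listed in these tables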
PERK inh – human PERK inhibition, primary cell-based screen. CHO PERK-DD fusion, SEAP luminescence translation reporter. Q9NZJ5. inhibition, % at 5.6 µM. 0.17% of 220,000 active;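 active = inhibition above the mean inhibition of all tested compounds plus 3 SD, set separately per screening campaign, cut at about 2.9% in these data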;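 also: PERK kinase domain activated by AP20187 dimerizer at 100 nM; 0% = DMSO with dimerizer and 100% = rapamycin at 8.4 µM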
Calpain2 inh – inhibitors of pig calpain II; purified calpain II, fluorogenic peptide substrate, 30 min; inhibition, % at 16 µM; 0.37% of 220,000 active; AID 1236;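 active = inhibition above about 50%, limit read from the data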
KLK5 inh – blocks human kallikrein 5 protease activity | Q9Y337 | recombinant hK5, fluorogenic AMC substrate cleavage | inhibition, % at 5 µM | 0.59% of 210,000 active | AID 873;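 active = inhibition of 40% or more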;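 also: 0% = enzyme controls without compound and 100% = no-enzyme blanks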
Target sequence (Q9Y337 67-293 limits assumed): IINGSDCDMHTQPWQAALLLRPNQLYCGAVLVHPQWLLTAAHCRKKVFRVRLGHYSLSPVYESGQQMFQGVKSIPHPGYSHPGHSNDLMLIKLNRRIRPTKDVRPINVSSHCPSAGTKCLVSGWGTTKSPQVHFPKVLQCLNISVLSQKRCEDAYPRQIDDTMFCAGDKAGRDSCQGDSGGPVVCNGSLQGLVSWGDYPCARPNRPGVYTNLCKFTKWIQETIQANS
Furin inh – human furin inhibition. 0.061% of 220,000 active. P09958. AID 463115. inhibition, % at 30 µM. purified furin, fluorogenic substrate cleavage; in the data active = inhibition above about 25%; also: inactives centre near -15
Target sequence (P09958 108-714 limits assumed): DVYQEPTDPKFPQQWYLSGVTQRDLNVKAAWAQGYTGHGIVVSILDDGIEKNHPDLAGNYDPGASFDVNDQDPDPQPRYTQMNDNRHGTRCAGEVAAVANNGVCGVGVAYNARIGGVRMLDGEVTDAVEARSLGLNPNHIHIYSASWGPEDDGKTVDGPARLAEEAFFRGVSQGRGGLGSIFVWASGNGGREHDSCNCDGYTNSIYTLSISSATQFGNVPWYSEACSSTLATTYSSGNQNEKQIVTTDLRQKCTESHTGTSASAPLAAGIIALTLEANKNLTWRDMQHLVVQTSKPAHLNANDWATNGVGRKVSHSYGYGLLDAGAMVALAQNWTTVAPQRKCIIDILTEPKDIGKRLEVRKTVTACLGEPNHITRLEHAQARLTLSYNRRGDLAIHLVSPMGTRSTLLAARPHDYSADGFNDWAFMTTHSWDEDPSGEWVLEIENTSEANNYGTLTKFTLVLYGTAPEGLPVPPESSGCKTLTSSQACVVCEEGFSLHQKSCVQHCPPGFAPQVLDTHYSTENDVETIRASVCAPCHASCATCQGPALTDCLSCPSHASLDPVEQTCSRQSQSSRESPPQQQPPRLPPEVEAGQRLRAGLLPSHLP
Rad51 HR inh – blocks human Rad51 in homologous recombination. Q06609. hRad51 DNA strand exchange, fluorescence dequenching. inhibition, % at 10 µM. 0.085% of 200,000 active;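 active = inhibition above 40% at the single screening dose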;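 also: 0% = DMSO control wells and 100% = blanks with heterologous ssDNA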
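Material: hRad51 filaments on single-stranded DNA; Reagent: Donor/quencher-labelled 47-bp dsDNA substrate; Compound: 10 µM final, single point; Schedule: 37 °C 15-min filament assembly, 30-min compound preincubation, 15-min exchange; Technique: FRET fluorescence, excitation 485 nm, emission 520 nm; Benchmarks: control wells and blank wells on each plate.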
thrombin 1536 – blocks human thrombin protease activity; alpha-thrombin, Boc-VPR-AMC fluorogenic substrate cleavage; inhibition, % at 5 µM; 0.26% of 220,000 active; P00734; AID 1046;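 active = inhibition at or above 40%; inactive = inhibition below 40%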;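 also: 0% = enzyme with no compound and 100% = wells without enzyme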
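Material: human alpha-thrombin enzyme / Medium: pH 7.5 Tris (50 mM) with NaCl 150 mM, Tween 20 0.05% / Compound: single-point dosing at 5 µM, 0.2% DMSO / Incubation: enzyme reaction carried out at room temperature / Detection: AMC fluorescence, 355/460 nm / Read-out basis: percent inhibition scaled between no-compound controls and no-enzyme blanks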
FXIIa inh – blocks human coagulation factor XIIa protease activity; inhibition, % at 5 µM; AID 800; purified FXIIa, Boc-QGR-AMC fluorogenic substrate, 2 h; P00748; 0.3% of 220,000 active; in the data active = inhibition above about 40%;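 also: 0% = enzyme with no compound and 100% = blank without enzyme; many of its hits are not listed in these tables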
* = called active by the depositor; nt = not tested or not shown; [ ] = another dose, or the depositor's remark. Only part of the results is shown. The share of hits here may be higher or lower than overall.

Screens in order: Cl transport mod | FXIa inh 1536 | PERK inh | Calpain2 inh | KLK5 inh | Furin inh | Rad51 HR inh | thrombin 1536 | FXIIa inh
1) CCN(C(=O)c1coc(=O)c2ccccc12)c1cc(OC)ccc1OC
→ -0.52 | 2 | 1.0 | -2 | 6 | -23 | 5 | 2 | 15
2) CCN(CC)S(=O)(=O)c1ccc(Nc2ccc(-c3ccc4c(c3)OCCO4)nn2)cc1
→ 0.82 | -14 | 1.1 | 17 | 0 | -4[20 µM] | -27 | -6 | -13
3) O=C(Nc1ccc(S(=O)(=O)Nc2nccs2)cc1)c1cnc(Cl)c(Cl)c1
→ -0.083 | -2 | 0.3 | 4 | -3 | -14 | -22 | -3 | 0
4) Cc1nnc(SCCC(C)C)[nH]c1=O
→ nt | 9 | 0.8 | -9 | -17 | -8 | 5 | 3 | 17
5) O=Nc1c(O)n(Cc2c(Cl)cccc2Cl)c2ccccc12
→ 0.57 | 5 | 0.1 | -1 | -12 | -9 | 2 | -9 | 11
6) Cc1ccccc1Cn1cnc2c(cnn2C(C)(C)C)c1=O
→ nt | 17 | -0.5 | 18 | 27 | -24 | -3 | 1 | 26
7) O=C(Cc1ccc(S(=O)(=O)N2CCCC2)s1)NC1CCCCCC1
→ -0.095 | 3 | -1.0 | -72 | -1 | -11[20 µM] | -11 | -2 | 12
8) CCc1nc(N[C@@H](Cc2c[nH]c3ccccc23)C(=O)O)c2oc3ccccc3c2n1
→ 0.0061 | 5 | 1.3 | 9 | 1 | -17 | 5 | 5 | 16
9) COc1ccc(C2N(c3ccc(Cl)cc3)C(=O)C3CCCN32)cc1 (stereo not drawn)
→ nt | -1 | 1.1 | 0 | -18 | -18 | -1 | -4 | 1
10) O=C(c1ccc(Cl)cc1)N1CCCC(C(=O)N2CCN(c3ccccc3)CC2)C1 (stereo not drawn)
→ 0.9 | -2 | -0.1 | 34 | -3 | -17 | nt | -15 | -1
11) COC(=O)c1[nH]c2cc(C)ccc2c1NC(=O)CN1CCOCC1
→ 0.97 | 9 | 0.7 | -15 | -1 | -20 | 1 | -3 | 0
12) CC(=O)Nc1cccc(N/C(N)=N/c2nc(C)cc(C)n2)c1
→ 0.062 | -4 | 0.9 | -23 | -3 | -25 | 2 | -11 | 0
13) c1ccc2c(CN3CCCCC3)csc2c1
→ 0.64 | -4 | 0.0 | -6 | -12 | -17 | 0 | -5 | 0
14) O=C(O)/C=C/C(=O)NNc1ncnc2ccccc12
→ 0.2 | 11 | 0.4 | 8 | 12 | 6 | -6 | 10 | 22
15) Cc1ccc(-c2nnc(SCC(=O)N3CCN(c4ccccc4)CC3)o2)cc1
→ nt | -7 | -1.0 | 3 | 1 | 5 | 7 | -8 | -4
16) CSc1sc(C)cc1/C=N/O
→ -0.38 | 18 | 1.7 | 9 | -13 | -29 | nt | 4 | 27
17) O=C(Nc1cccc(C(F)(F)F)c1)N1CCN(C(=O)Nc2cccc(C(F)(F)F)c2)CC1
→ 1.2 | 15 | 1.0 | 15 | 55* | -9[20 µM] | -3 | 21 | 27
18) CCC1C(=O)N(C)CCc2ccccc21 (stereo not drawn)
→ nt | -3 | 1.3 | -7 | -18 | -24 | 4 | -7 | 4
19) CCN(CC)c1ccc(C=Nc2ccccc2)c(O)c1
→ 1.5 | 7 | 0.2 | -21 | 4 | 12[20 µM] | -17 | 2 | 14
20) CCCCC1S/C(=N/N=C/c2cccs2)NC1=O (stereo not drawn)
→ 0.13 | 7 | 1.1 | -1 | 0 | -11 | nt | 3 | 17
21) Cc1c(NC(=O)CSc2nnnn2C)c(=O)n(-c2ccccc2)n1C
→ -0.076 | 1 | 0.3 | 10 | 7 | -15[20 µM] | -7 | -3 | 15
22) O=C(Cc1ccc(Br)cc1)N1CCN(c2ccccn2)CC1
→ -0.76 | -6 | -1.4 | 2 | -14 | -12 | 22 | -8 | 2
23) O=C1CCCc2c1cc(C(=O)O)c(=O)n2-c1ccccc1
→ nt | -2 | 1.3 | -1 | -3 | -15 | -23 | 2 | 3
24) CCc1ccc(NC(=O)c2cc3c(C)nc4ccccc4c3o2)cc1
→ -0.07 | 1 | -0.1 | -70 | 20 | -3 | 3 | -6 | 7
25) CC1CN=C(Nc2cccc(S(=O)(=O)N(C)C)c2)S1 (stereo not drawn)
→ 0.48 | 1 | 1.1 | 6 | nt | -24 | nt | 0 | 7
26) CC(=O)c1ccc(N2CCN(C(=O)Nc3ccc(F)cc3)CC2)cc1
→ -0.46 | 0 | 0.8 | 15 | -10 | -10 | 5 | -8 | 0
27) Cc1cc(NC(=O)NCC(F)(F)F)no1
→ 0.74 | 4 | -0.4 | -12 | 5 | -20 | 8 | 5 | 12
28) Cc1cc(N2CCN(c3ccccc3)CC2)nc(N2CCOCC2)n1
→ nt | -3 | -0.7 | -3 | -4 | -16 | 27 | -7 | 2
29) CNC(=O)C(NC(=O)CNC(=O)c1ccc(Cl)cc1)C(C)(C)C (stereo not drawn)
→ -0.27 | 2 | 1.8 | -7 | -14 | -20 | 2 | 3 | 9
30) COc1ccc(C(=O)C(CCC(CNC(C)(C)C)C(=O)c2ccc(OC)cc2)CNC(C)(C)C)cc1 (stereo not drawn)
→ 0.14 | 10 | -0.1 | 11 | -6 | -9 | 3 | -15 | 14

Looked up by compound from the list above, 3 records:
Screens in order: Cl transport mod | FXIa inh 1536 | PERK inh | Calpain2 inh | KLK5 inh | Furin inh | Rad51 HR inh | thrombin 1536 | FXIIa inh
20) CCCCC1S/C(=N/N=C/c2cccs2)NC1=O (stereo not drawn)
→ 0.13 | 7 | 1.1 | -1 | 0 | -11 | nt | 3 | 17
18) CCC1C(=O)N(C)CCc2ccccc21 (stereo not drawn)
→ nt | -3 | 1.3 | -7 | -18 | -24 | 4 | -7 | 4
16) CSc1sc(C)cc1/C=N/O
→ -0.38 | 18 | 1.7 | 9 | -13 | -29 | nt | 4 | 27

(next part)
Screens in order: Cl transport mod | FXIa inh 1536 | PERK inh | Calpain2 inh | KLK5 inh | Furin inh | Rad51 HR inh | thrombin 1536 | FXIIa inh
31) COc1ccc(N2CCN(C(=O)C3=NNC(=O)CC3)CC2)cc1
→ -0.023 | 7 | 0.2 | -11 | -15 | -13 | -4 | -4 | 19
32) FC(F)(F)Oc1ccc(NC(=S)Nc2ccccc2N2CCOCC2)cc1
→ 1.5 | 7 | 0.9 | 19 | -7 | -4 | 8 | -2 | 9
33) COc1ccc(C(=O)Nc2cc(C(F)(F)F)ccc2Cl)cc1OC
→ 0.027 | -15 | -0.4 | 11 | 8 | -12 | -3 | 0 | 9
34) CCOCCCNC(=O)C(NC(=O)c1ccc2c(c1)OCO2)c1ccc(Cl)cc1 (stereo not drawn)
→ -0.016 | 2 | -0.5 | -2 | 0 | -11 | -7 | nt | 8
35) COc1cccc2c(=O)n(CC(=O)N3CCCCCC3)ccc12
→ -2.6 | 2 | 0.1 | -7 | -5 | -8 | -2 | 6 | -1
36) COc1ccccc1OCCNC(=O)c1ccc(S(=O)(=O)N(C)C)cc1
→ nt | -9 | 0.3 | 14 | -6 | -21 | 0 | -4 | -16
37) N#CC1=C(N)C(C#N)(C#N)C(c2cccnc2)C2COCC=C12 (stereo not drawn)
→ 0.58 | 3 | 1.4 | -12 | -21 | -20 | -1 | 3 | 12
38) CC(=O)Nc1ccc2oc(C)nc2c1
→ 0.084 | 19 | -0.2 | -8 | 0 | -19 | -2 | 14 | 15
39) O=C(NC1=NCCS1)c1cc(-c2ccc(F)cc2)nc2ccccc12
→ 0.41 | 19 | -0.5 | 10 | -5 | -25 | 0 | 0 | 11
40) CCOC(=O)N1CCN(c2ccc(C(F)(F)F)cn2)CC1
→ 0.48 | 0 | 0.2 | -20 | -5 | -13 | 5 | -9 | 3
41) COc1ccc(N2CCN(C(CNC(=O)C(=O)NCCCn3ccnc3)c3cccnc3)CC2)cc1 (stereo not drawn)
→ 0.75 | -2 | 0.1 | -10 | -1 | -8 | -1 | -12 | 7
42) COc1cc(-c2nc3n(n2)C(c2ccncc2)C2=C(CCCC2=O)N3)cc(OC)c1OC (stereo not drawn)
→ nt | -5 | 0.2 | -12 | -3 | -7 | 0 | -5 | 1
43) CC(=O)C1=C(C)N(Cc2ccccc2)C(=O)N[C@H]1c1ccco1
→ -0.6 | 0 | nt | 11 | 2 | -19 | -5 | 4 | 6
44) COc1ccc(CCNC(=O)C2CCN(C(=O)N(C)C)CC2)cc1OC
→ 0.5 | 0 | 0.6 | -32 | -1 | 14[20 µM] | 1 | -6 | 1
45) O=C(CSCc1ccccc1)Nc1cc([N+](=O)[O-])ccc1F
→ -2.1 | 1 | 0.1 | 15 | 0 | -8 | 6 | -8 | 9
46) O=c1cc(O)c2c(=O)[nH]c(=O)n(-c3ccccc3)c2[nH]1
→ 0.01 | 0 | 1.4 | -29 | 17 | -25 | 8 | 2 | 15
47) CC(=O)N/C(=C\c1ccccc1)C(=O)N1CCOCC1
→ 0.36 | 0 | 0.7 | -20 | 6 | -16 | 2 | -6 | 11
48) O=C(/C=C/c1c[nH]c2ccccc12)c1ccccc1
→ -0.73 | 2 | 0.0 | 16 | 4 | -8 | -8 | -5 | -2
49) COc1ccc(C(=O)NN2C(=O)C3C(c4ccccc4)C=CC(c4ccccc4)C3C2=O)cc1 (stereo not drawn)
→ -0.21 | 2 | -0.2 | -6 | -11 | -12 | -11 | -11 | 11
50) Clc1ccc(NC2(c3nnnn3C3CCCCC3)CCCCC2)cc1
→ -0.23 | 0 | 1.6 | -14 | 1 | -19[20 µM] | 5 | -3 | 14
51) O=C(Nc1ccccc1OC(F)F)c1cc2c(s1)CCC2
→ 0.56 | 9 | 0.8 | -39 | -8 | -14 | 1 | -11 | 15
52) Cc1ccc(NN=C2C(=O)OC(C)(C)OC2=O)c(C)c1
→ -0.4 | -3 | -0.1 | 6 | -9 | 9 | nt | -2 | 1
53) O=C1NNC(c2ccccc2)=N/C1=C\c1ccccc1Cl
→ -1.7 | -12 | 1.2 | 19 | -2 | -22 | -11 | -5 | -2
54) CCNC(=O)NC(C(=O)OC)C12CC3CC(CC(C3)C1)C2 (stereo not drawn)
→ -0.81 | 0 | 0.8 | -8 | -3 | -21[20 µM] | -6 | -6 | 10
55) COc1ccc(/C=C/C(=O)Nc2cccc(S(=O)(=O)N3CCCC3)c2)cc1OC
→ -0.64 | 15 | 0.3 | -55 | 0 | -1 | -7 | -1 | 8
56) O=C(N/N=C\c1cccs1)c1ccccc1-n1cccc1
→ -0.7 | -4 | 1.7 | -3 | 1 | -21 | 7 | -14 | 3
57) CCOC(=O)c1cc(NC(=O)c2ccccc2)c(=O)oc1C(F)(F)F
→ -0.68 | -2 | -0.1 | -16 | 2 | -25 | 0 | -1 | 11
58) COc1cc(OC)cc(C(=O)N2CCN(Cc3ccccc3Br)CC2)c1
→ -0.9 | -2 | 0.5 | -14 | 2 | -25 | -2 | -8 | 7
59) COc1ccc(NS(=O)(=O)c2ccc(NC(=O)c3ccc(CN4CCOCC4)cc3)cc2)cc1
→ -0.65 | -3 | -0.1 | -31 | -1 | -22 | nt | 2 | 6
60) CC(C)c1nc(NCCO)c2nnn(Cc3ccccc3)c2n1
→ -0.46 | -2 | 0.5 | -29 | 3 | -27 | 3 | -9 | 6
61) CCCNC(=O)CN(C)C(=O)c1n[nH]c2ccccc12
→ 0.24 | -12 | 0.9 | 2 | -8 | -11 | 0 | -16 | 2
62) CCOC(=O)c1c(NC(=O)CSc2nnnn2-c2ccccc2)sc2c1CCC(C)C2 (stereo not drawn)
→ nt | 2 | 1.7 | -38 | 0 | -9[20 µM] | 4 | 0 | 6
